Screens as filed in PubChem BioAssay.
KDM5B inhibitor: inhibitors of human KDM5B histone demethylase. Q9UGL1. KDM5B demethylase, FDH-coupled NADH fluorescence (FDH is formaldehyde dehydrogenase). Potency, µM (doses to about 57.7 µM), without a hit: at the top dose activity change, negative = inhibition, hits mostly inhibitors. 2.6% of 220,000 active; active means well fitted inhibition curve with a large enough effect; inconclusive means small, poorly fitted or top-dose-only effect; inactive means no such curve, though single readings can be large or run the other way; further: 0% is about no effect; nearly all actives have a fitted effect of over 70% in size
Target sequence (Q9UGL1 whole entry, looked up): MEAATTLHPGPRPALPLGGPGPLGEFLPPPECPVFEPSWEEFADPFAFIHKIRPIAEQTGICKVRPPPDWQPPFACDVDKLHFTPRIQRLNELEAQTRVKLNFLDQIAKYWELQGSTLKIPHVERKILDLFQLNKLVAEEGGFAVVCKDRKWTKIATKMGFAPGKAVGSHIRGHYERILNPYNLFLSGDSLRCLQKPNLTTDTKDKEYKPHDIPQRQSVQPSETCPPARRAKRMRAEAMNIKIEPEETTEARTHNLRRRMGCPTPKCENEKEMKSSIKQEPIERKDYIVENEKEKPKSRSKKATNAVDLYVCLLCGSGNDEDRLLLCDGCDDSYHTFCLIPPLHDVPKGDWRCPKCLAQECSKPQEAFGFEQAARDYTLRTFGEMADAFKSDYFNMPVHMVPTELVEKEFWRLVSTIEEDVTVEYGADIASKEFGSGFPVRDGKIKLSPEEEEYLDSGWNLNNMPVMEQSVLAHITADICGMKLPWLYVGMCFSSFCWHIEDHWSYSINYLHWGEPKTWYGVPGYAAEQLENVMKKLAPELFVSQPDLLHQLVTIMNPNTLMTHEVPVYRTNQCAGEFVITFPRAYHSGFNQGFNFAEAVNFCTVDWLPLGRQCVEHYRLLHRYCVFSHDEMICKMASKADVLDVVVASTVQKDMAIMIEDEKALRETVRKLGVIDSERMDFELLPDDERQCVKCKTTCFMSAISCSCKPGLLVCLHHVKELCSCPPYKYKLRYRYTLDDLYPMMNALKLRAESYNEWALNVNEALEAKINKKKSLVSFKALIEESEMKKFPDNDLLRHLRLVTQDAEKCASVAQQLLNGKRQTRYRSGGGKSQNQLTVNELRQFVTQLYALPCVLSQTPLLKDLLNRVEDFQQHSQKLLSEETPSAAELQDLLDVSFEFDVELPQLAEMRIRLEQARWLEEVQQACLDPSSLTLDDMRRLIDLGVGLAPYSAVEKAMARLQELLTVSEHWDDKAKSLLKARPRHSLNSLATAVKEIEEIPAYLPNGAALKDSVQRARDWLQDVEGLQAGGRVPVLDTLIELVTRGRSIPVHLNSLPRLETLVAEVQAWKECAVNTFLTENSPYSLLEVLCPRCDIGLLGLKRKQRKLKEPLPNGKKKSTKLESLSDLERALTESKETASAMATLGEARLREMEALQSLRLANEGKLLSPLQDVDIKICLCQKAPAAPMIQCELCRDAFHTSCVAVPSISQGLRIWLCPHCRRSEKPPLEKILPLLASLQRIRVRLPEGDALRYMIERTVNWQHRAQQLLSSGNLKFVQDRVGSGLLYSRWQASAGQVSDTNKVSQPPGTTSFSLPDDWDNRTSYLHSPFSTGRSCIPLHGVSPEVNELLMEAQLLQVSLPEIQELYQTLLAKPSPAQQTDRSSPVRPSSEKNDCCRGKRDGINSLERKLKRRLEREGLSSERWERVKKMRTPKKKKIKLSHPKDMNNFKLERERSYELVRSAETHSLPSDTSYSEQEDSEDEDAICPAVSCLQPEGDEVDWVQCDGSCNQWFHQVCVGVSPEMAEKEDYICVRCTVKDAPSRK
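Coupled FDH/NAD⁺ fluorescence readout. KDM5BΔAP 200 nM final; compound titration, 10 min RT preincubation; substrate mix 12.5 µM H3K4me3, 25 µM 2-OG, 50 µM Fe(II), 100 µM ascorbate, 0.25 mM NAD⁺, 0.25 U/mL FDH; ΔRFU over 30 min.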
* marks the source's active call; other numbers are inactive results; ? = inconclusive; [ ] = dose if it differs, or a comment. Potency means the concentration at half of the fitted maximal effect. An excerpt, so the mix of outcomes need not match the whole.

Compound | KDM5B inhibitor
CN1CCCC(OC(=O)c2cccc(Cl)c2)C1 (configuration not stated) | 26%
CC(N)c1ccc(NS(C)(=O)=O)cc1 (configuration not stated) | 15%
Cc1cc(C)cc(C(=O)N2CC(C(=O)NC3CCCCC3)C3(CCOCC3)C2)c1 (configuration not stated) | 21%
CN1C[C@H](NCC2CC2)CCC[C@@H](C(=O)N(C)Cc2cccnc2)CC1=O | 27%[86.2 µM]
CCC(=O)N1CCN(c2nc3c(s2)CC(C(=O)Nc2ccc(CC)cc2)CC3)CC1 (configuration not stated) | 13%
Cc1cccc2cc(CN(CC3CCCO3)S(=O)(=O)c3ccc(Cl)cc3)c(=O)[nH]c12 (configuration not stated) | 0%
CN(Cc1cccc2[nH]ccc12)C1CCc2nn(CC3CC3)c(=O)n2CC1 (configuration not stated) | 25µM*
CO[C@H]1C(=O)N(C2CCN(C(=O)c3cnccn3)CC2)[C@H]1c1ccncc1 | 7%
c1ccc(Cn2c3ccccc3c3nnc(SCCN4CCCCC4)nc32)cc1 | 0%
Cc1cc(N2CCCN(c3ccncc3)CC2)n2nc(C)c(C)c2n1 | -15%
Cc1cccc(NC(=O)C(NS(=O)(=O)c2cccc3nsnc23)c2ccccc2)c1C (configuration not stated) | -5%
Cc1cccc(NC(=O)NCC2CCN(CCc3ccc(F)cc3)CC2)c1C | 20%
O=C(NCCc1csc2nc(-c3ccccc3F)nn12)c1ccco1 | -21%
Cc1nonc1CN1CCN(C(C(=O)O)c2c[nH]c3cc(Cl)ccc23)CC1 (configuration not stated) | 71%[activator]
CN(C)c1nc(-c2ccccc2)nc2c1CCN(C(=O)[C@@H](O)c1ccccc1)C2 | -23%
N#Cc1c(Cl)nc(N/N=C/c2ccc([N+](=O)[O-])cc2)c(Cl)c1Cl | -2%
N#Cc1cccc(CN2C[C@@H](CO)[C@H](C(=O)NC3CC3)C2)c1 | -19%
Cc1nc(CN2CCN(C(=O)NCC(C)(C)N(C)C)CC2)cs1 | 5%
Cc1cc(C(=O)N(C)C2CCS(=O)(=O)C2)c2ccc(F)cc2n1 (configuration not stated) | 17%
COCCN1CCCN(C(=O)c2ccccc2Cl)c2ccccc21 | -33%
O=C(c1cccc(OC2CN(Cc3cccnc3)C2)c1)N1CCCC1 | -5%
O=C(Cc1ccccc1F)N1CC2CC(C1)[C@H]1CCCC(=O)N1C2 (some centres not stated) | -4%
O=C(CN1CCN(c2ccc([N+](=O)[O-])cc2Cl)CC1)N1CCOCC1 | -8%
O=C1COCC2(CN1Cc1cccc(OC(F)(F)F)c1)CN(c1ccccc1F)C2 | -12%[86.2 µM]
CN1CCN(c2nc3c(c(=O)n(C)c(=O)n3C)n2Cc2cccc3ccccc23)CC1 | 6%
CCc1ccc(C2CC(=O)NC(NC(=O)c3ccc(C(C)(C)C)cc3)=N2)cc1 (configuration not stated) | ?
COc1cccc(C(=O)N2CCC(N3C[C@H](O)C[C@H]3C(=O)N3CCc4ccccc43)CC2)c1 | 6%
O=C(Oc1ccc(F)cc1)c1ccc(-c2nc3ccccc3s2)s1 | ?
COc1ccc(CCNC(=O)CSCc2nc(-c3cccc(C)c3)oc2C)cc1OC | 14%
Clc1ccc(-c2nnc([C@H]3CCN(Cc4ccccc4)C3)o2)cc1 | -1%[86.2 µM]
Cc1ccnc(NC(=O)Cc2ccc(-c3ccccc3)cc2)c1 | -18%
CCCNc1ncnc2onc(-c3ccc(C)cc3)c12 | 17%
COc1ccc(C(=O)Nc2cccc(C(=O)OCc3cc(=O)n4nc(C5CC5)sc4n3)c2)cc1 | 1%
CCOc1ccc2c(c1)c(=O)c(S(=O)(=O)c1ccc(CC)cc1)cn2CC | ?
Cc1ccccc1CSc1nnc(-c2cnccn2)n1C | 10%
Cc1cc(=O)[nH]c2nnc(SCc3cccc(C(F)(F)F)c3)n12 | -5%
O=C(Nc1cc([N+](=O)[O-])ccc1O)NC1CCS(=O)(=O)C1 (configuration not stated) | 13%
COc1ccc(CCNC(=O)c2c(C)oc3ncn(CC(C)C)c(=O)c23)cc1OC | 4%
Cc1ccccc1NC(=O)c1cc2c([nH]c1=O)CC(C)(C)CC2=O | -17%
CC(C)C(=O)OC1=CN(Cc2ccccc2)S(=O)(=O)c2ccccc21 | 3%
CCOC(=O)c1cccc(NC(=O)N2CCC(CN3CCCCCC3)CC2)c1 | ?
C[C@@H](NC(=O)c1ccc(Cl)cc1)c1c(-c2ccc(F)cc2)noc1C(=O)O | ?
O=C1NCCCCC1NS(=O)(=O)c1ccc(F)c(F)c1 (configuration not stated) | 25%
COC(=O)C1=C(C(=O)OC)SC(=C(Cl)C(=S)Nc2cccc(C)c2)S1 | 9%
Cc1cccc(C(=O)NC(=S)NCc2ccccc2)c1 | -13%
COc1ccc(-c2nnc3n2CCN(C(=O)c2ccc(Cl)nc2)C3)cc1 | 7%
Cc1ccc(S(=O)(=O)NC(=S)c2ccccc2)cc1 | 6%
c1ccc(-c2noc(CSc3nc4ccccc4o3)n2)cc1 | 11%

Reprinted from the part before: six entries, followed by the next part.
Compound | KDM5B inhibitor
O=C1NCCCCC1NS(=O)(=O)c1ccc(F)c(F)c1 (configuration not stated) | 25%
COC(=O)C1=C(C(=O)OC)SC(=C(Cl)C(=S)Nc2cccc(C)c2)S1 | 9%
Cc1cccc(C(=O)NC(=S)NCc2ccccc2)c1 | -13%
COc1ccc(-c2nnc3n2CCN(C(=O)c2ccc(Cl)nc2)C3)cc1 | 7%
Cc1ccc(S(=O)(=O)NC(=S)c2ccccc2)cc1 | 6%
c1ccc(-c2noc(CSc3nc4ccccc4o3)n2)cc1 | 11%
Cc1ccc(C(=O)NCc2coc(-c3cccs3)n2)cc1[N+](=O)[O-] | 5%
CNC(=O)[C@@H]1CN(C(=O)c2nccc3ccccc23)C[C@H]1COC | -6%
COc1ccc(CNC(=O)Cc2ccc(NC(=O)N3CCSc4ncccc43)cc2)cc1OC | ?
COc1ccc(NC(=O)NC[C@H]2O[C@@H]3C[C@@H](CC(=O)NCc4nccn4C)O[C@@H]3[C@@H]2O)cc1 | -16%
CC(=O)/C=C/c1ccccc1Oc1c(F)c(F)nc(F)c1F | -5%
CCOC(=O)c1c(NC(=O)c2cc(OC)c(OC)c(OC)c2)sc2c1CCCC2 | -9%
CCCCCOc1ccc(NC(=O)Cc2csc(C)n2)cc1 | 4%
CCOc1ccc(C(C)=O)cc1COc1ccc(C#N)cc1OC | 17%
Cc1ccc2c(C)c(C(=O)N(C)CCC3CCCCO3)oc2c1C (configuration not stated) | -10%
Clc1ccc(-c2cn3ncsc3n2)cc1 | -3%
CC(=O)Nc1ccc(CC(=O)NCCC(c2ccccc2)c2ccccc2)cc1 | ?
COc1ccccc1-n1c(-c2ccc(C)cc2)cn2c3c(=O)n(C)c(=O)n(C)c3nc12 | -26%
CCCCOc1ccc2c(=O)c(Oc3ccc(OC)cc3)c(C(F)(F)F)oc2c1 | -13%
Cc1ccc(Cn2nc(C)c3cc(C(=O)N4CCN(CC(=O)N5CCOCC5)CC4)sc32)cc1 | 18%
O=C(NN=C(C1CC1)C1CC1)c1cccc([N+](=O)[O-])c1 | -8%
CCOc1ccc(NC(=O)C2CCN(C(=O)c3nnn4c3COC(c3ccc(C)cc3)C4)CC2)cc1 (configuration not stated) | 1%
COc1cccc(C(=O)NC2CC(C)(C)Cc3c2cnn3-c2cccc(F)c2)c1OC (configuration not stated) | 21%
Cc1ccc(N2CC(c3noc(C4CCN(C(=O)c5ccccc5)CC4)n3)CC2=O)cc1 (configuration not stated) | 21%
CCCSc1ncc(Cl)c(C(=O)Nc2nnc(CC)s2)n1 | 11%
Cc1noc(CN2CCC(c3ccnn3CCO)CC2)n1 | 1%
CC(=O)Nc1ccc(S(=O)(=O)N/N=C/c2cccnc2)cc1 | 19%
CN(CC(=O)Nc1ccc(Cl)cc1)CC(=O)Nc1cccc(Br)c1 | -22%
CCn1c(=O)n(CC(=O)NC2(c3noc(C)n3)CCCCC2)c2ccccc21 | 14%
CC1CCCN(C(=O)COC(=O)COc2ccc(C#N)cc2)C1 (configuration not stated) | -15%
CC(C)(C)n1nc2c(c1NC(=O)c1ccc(C(F)(F)F)cc1)CS(=O)(=O)C2 | 18%
O=C(Nc1ccc2oc(-c3ccc(F)cc3)cc(=O)c2c1)c1ccco1 | ?
CCCc1nn2c(=O)cc(COC(=O)c3ccc(NC(=O)COc4ccc(F)cc4)cc3)nc2s1 | -16%
CC(C)CNCc1cccc(C(N)=O)c1 | 1%
CC(C(=O)Nc1ccc2[nH]c(=O)[nH]c2c1)N(C)Cc1ccc(Br)cc1 (configuration not stated) | 6%
O=C(NCC1CCCCC1)c1ccc2c(c1)N(S(=O)(=O)c1ccccc1)CC2 | -5%
Cc1ccccc1C(=O)N1CCC2(CC1)OCC(C(=O)N1CCOCC1)N2C(=O)c1ccccc1 (configuration not stated) | 21%
O=C(CCCn1cnnn1)N[C@@H]1COCC[C@@H]1OCC1CCC1 | 0%
Cc1cc(C)cc(-c2cccc(CN)c2)c1 | 10%[149 µM]
CCC(CO)Nc1nc2c(c(=O)n(C)c(=O)n2C)n1Cc1c(Cl)cccc1Cl (configuration not stated) | 21%
Cc1cc(C)c(S(=O)(=O)N2CCN(c3ccc(N4CCCCC4)nn3)CC2)cc1C | ?
COc1ccc2c(C)c(CCC(=O)N3CCOCC3)c(=O)oc2c1 | ?
CCOCCCNc1nc2c(c(=O)[nH]c(=O)n2C)n1CCOC | -15%
CC(C)C(C(=O)Nc1ccc(NC(N)=O)cc1)c1ccc(Cl)cc1 (configuration not stated) | 12%
CN1CC(=O)N(c2cccc(F)c2)Cc2c1ncnc2N1CCOCC1 | 6%[115 µM]
CC(C)OCCCN1C(=O)c2[nH]nc(-c3ccccc3O)c2C1c1cccc(OCc2ccccc2)c1 (configuration not stated) | -29%
CC(=O)N1Cc2ccccc2CC2(CCCCN2Cc2cccnc2)C1 (configuration not stated) | 9%[115 µM]
COc1ccc(-c2noc([C@@H]3CCCN3C(=O)c3cc(C)cc(C)c3)n2)cc1OC | 16%
OCC1CN(c2ncccn2)CC12CCN(Cc1ccco1)CC2 (configuration not stated) | 28µM*
Cc1noc2c(N3CCN(Cc4ccccc4)CC3)cc(-c3ccsc3)nc12 | ?
COC(=O)c1ccc2c(=O)n(CCCCCC(=O)NCc3ccc(OC)cc3)c(=O)[nH]c2c1 | ?
CCOCCCNC(=O)c1cn(CC)c2ccc(S(=O)(=O)N3CCc4ccccc4C3)cc2c1=O | -7%
CC(C)Oc1ccc(CNC(=O)c2noc(-c3ccc(F)cc3)n2)cc1 | -14%
COc1cc(C2C(C(=O)OC(C)C)=C(C)Nc3nc4ccccc4n32)cc(OC)c1O (configuration not stated) | ?
COc1ccccc1/C=N/OCc1ccccc1C#N | 9%
CSc1cccc(NC(=O)C2CCN(c3ncnc4c3nc3n4CCCCC3)CC2)c1 | -11%
CCC[C@H]1CN(Cc2nc(C)no2)C[C@@H]1NC(=O)CCS(C)(=O)=O | ?
CCc1ccc(-c2cn3c(n2)sc2cc(C(=O)NCC(C)c4ccccc4)ccc23)cc1 (configuration not stated) | ?
COCCC1(NC(=O)c2ccccc2)CCN(Cc2ccc3[nH]ccc3c2)CC1 | -3%
O=C(CCn1ccc(=O)[nH]c1=O)N[C@H](c1cccs1)C1CC(O)C1 (some centres not stated) | 17%
Cc1ccc(CCNC(=O)c2cc3n(n2)CCCN(Cc2ccc(C)cc2)C3=O)cc1 | 2%
Cn1cccc1C(=O)N1CCC2(CC1)CN(Cc1ccccc1)CC2CO (configuration not stated) | -6%
O=C1NC2(CCN(C(=O)c3ccc4c(c3)OCO4)CC2)COc2ccccc21 | -22%
CN1N=C2c3ccccc3CCC2C1c1ccc(Cl)cc1 (configuration not stated) | 55%[activator]
COc1ccccc1OCCNC(=O)C1(C)CCCCC(=O)N1 (configuration not stated) | -17%
COc1ccc(NC(=O)c2oc3ccc(S(=O)(=O)N4CCCCC4)cc3c2C)cc1Cl | -10%

Three compounds already listed, ordered by the number in KDM5B inhibitor, highest first.
Compound | KDM5B inhibitor
COCCC1(NC(=O)c2ccccc2)CCN(Cc2ccc3[nH]ccc3c2)CC1 | -3%
CSc1cccc(NC(=O)C2CCN(c3ncnc4c3nc3n4CCCCC3)CC2)c1 | -11%
COc1ccccc1OCCNC(=O)C1(C)CCCCC(=O)N1 (configuration not stated) | -17%

(more compounds)
Compound | KDM5B inhibitor
CN1CCN(c2c([N+](=O)[O-])cnc3ccc(Br)cc23)CC1 | -3%
Cc1ccc(N2CCN(c3nc4ccc(C(=O)c5ccccc5)cc4n4cnnc34)CC2)c(C)c1 | -15%
CC1CCCN(c2ccc3nncn3n2)C1 (configuration not stated) | ?
CCOc1ccccc1-c1noc(CSc2nnc(-c3ccccc3)n2-c2ccc(OC)cc2)n1 | -12%
CO[C@H]1[C@H](NC(=O)c2ccc(C)nc2)c2ccccc2C12CCNCC2 | ?
CN(C)c1cccc(C(=O)Nc2ccc(CC#N)cc2)c1 | -3%
COCC(C)n1c(C)cc(C(=O)CSc2nnc(-c3ccoc3C)n2-c2ccccc2)c1C (configuration not stated) | 5%
Cc1ccc(C(=O)Oc2cccc(C)c2C)cc1I | 18%
COc1nccnc1NC1CCN(S(=O)(=O)c2cnc[nH]2)CC1 | ?
O=C(CSc1nc(-c2ccccc2)cs1)Nc1ccc(OC(F)F)cc1 | -2%
